Screening results deposited in PubChem by National Center for Advancing Translational Sciences (NCATS).
RGS4 inh – Inhibitors of Regulator of G Protein Signaling (RGS) 4: qHTS | Regulator of G-protein signaling 4 (Homo sapiens), P49798 | Transcreener GDP fluorescence polarization, RGS4-accelerated GTP hydrolysis | Potency, µM (doses to about 114 µM), for inactives: top-dose activity change, negative = inhibition, actives largely listed as inhibitors | 390,000 compounds, 0.039% hits; further: potency means the concentration at half of the fitted maximal effect; on the % scale 0 is the no-effect control and ±100 the full control effect; nearly all actives have a fitted effect of over 75% in size; some results filed as inactive show a strong effect at the top dose
Target sequence (P49798 whole entry, looked up): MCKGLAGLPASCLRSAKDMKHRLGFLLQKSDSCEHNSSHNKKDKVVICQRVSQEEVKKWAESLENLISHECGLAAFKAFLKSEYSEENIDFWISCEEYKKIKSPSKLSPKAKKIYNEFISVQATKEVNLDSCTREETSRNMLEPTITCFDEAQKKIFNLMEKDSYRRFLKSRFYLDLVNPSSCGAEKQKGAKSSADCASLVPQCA
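MLSMR compounds (23 nl, pin-transferred) preincubated 10 min at room temperature with a 500nM (2x) first reagent, then RGS4 at 900nM (2x) plus Transcreener GDP mix added; fluorescence polarization (620/688 nm) read before and after 90 min at 30 °C.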
ERG-DNA inh – qHTS for Small Molecule Inhibitors of the ERG Ets/DNA interaction; fluorescence polarization, His-ERG Ets domain / labelled DNA; 370,000 compounds, 0.028% hits; Transcriptional regulator ERG (Homo sapiens), P11308; Potency, µM (top dose mostly 76.9 µM), for inactives: at the top dose FP activity, negative = inhibition, most hits filed as inhibitors; active means well fitted inhibition curve with a large enough effect in the polarisation, with a control signal flat; inconclusive means small, poorly fitted or top-dose-only effect, or effect the other way, or a change in a side signal; inactive means no such curve, though single readings can be large or run the other way; the % refers to the polarisation;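 further: polarization taken with two DNA probes labelled with fluorescein and Texas red; potency means the concentration at half of the fitted maximal effect; % of control where 0% means no effect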
Target sequence (P11308 whole entry, looked up, the tested form may be a part): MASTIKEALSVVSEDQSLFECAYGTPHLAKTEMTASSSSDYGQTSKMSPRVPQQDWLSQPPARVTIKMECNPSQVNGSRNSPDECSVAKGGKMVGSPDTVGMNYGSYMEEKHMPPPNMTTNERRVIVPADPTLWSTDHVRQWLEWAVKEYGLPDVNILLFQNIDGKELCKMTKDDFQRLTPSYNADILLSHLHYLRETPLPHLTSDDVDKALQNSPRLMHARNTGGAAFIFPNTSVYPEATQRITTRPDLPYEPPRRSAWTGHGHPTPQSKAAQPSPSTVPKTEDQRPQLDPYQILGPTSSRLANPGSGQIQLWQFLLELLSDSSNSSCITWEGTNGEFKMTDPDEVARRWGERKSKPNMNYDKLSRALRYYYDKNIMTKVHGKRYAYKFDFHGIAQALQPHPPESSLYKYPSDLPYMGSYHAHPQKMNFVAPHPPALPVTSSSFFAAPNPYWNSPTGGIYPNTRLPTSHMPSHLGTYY
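His-tagged ERG Ets domain (1 uM in the protein solution; 300mM KCl, 50mM Tris-HCl, 1mM EDTA, 1mM DTT, pH 7.5) received compound, then a probe mix of 5 nM fluorescein-DNA and 100nM Texas-615-DNA. Fluorescence polarization was read for both dyes.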
POLK inh – qHTS for Inhibitors of Polymerase Kappa; 400,000 compounds, 0.53% hits; DNA polymerase kappa (Homo sapiens), Q9UBT6; AID 588579, 2011; Potency, µM (doses to about 107 µM), inactives show at the top dose activity, negative = inhibition, actives largely listed as inhibitors; purified Pol kappa, fluorescent DNA synthesis assay, 10 min; further: potency means the concentration at half of the fitted maximal effect; on the % scale 0 is the no-effect control and ±100 the full control effect
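Fluorescent qHTS in 1536-well format: enzyme (10 nM) and compound sat 15 min at room temperature before 50 nM substrate (final) was added. Signal taken at 0 and 10 min; no-enzyme buffer wells were negative controls.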
Anesthetic bind – qHTS Assay for Identification of Novel General Anesthetics. apoferritin/1-aminoanthracene competitive binding, fluorescence. Potency, µM (top dose mostly 77.5 µM), without a hit: at the top dose activity change, negative = displacement, most hits filed as inhibitors. 350,000 compounds, 0.074% hits. AID 485281, 2010; further: potency means the concentration at half of the fitted maximal effect; on the % scale 0 is the no-effect control and ±100 the full control effect; nearly all actives have a fitted effect of over 20% in size
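Horse-spleen apoferritin (10 uM) in 50% saturated 1-aminoanthracene in PBS was incubated 10 min at room temperature with compound. Fluorescence (ex 380, em 535 nm) was normalized to free and bound 1-AMA, with concentration-response fitted by a four-parameter Hill equation.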
APE1 inh – qHTS Assay for Inhibitors of the Human Apurinic/apyrimidinic Endonuclease 1 (APE1). DNA repair nuclease/redox regulator APEX1 (Homo sapiens), P27695. recombinant APE1, TAMRA/BHQ-2 abasic DNA cleavage fluorescence. 350,000 compounds, 0.35% hits. Potency, µM (series often up to 65.8 µM), without a hit: at the highest dose activity change, negative = inhibition, most hits filed as inhibitors;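 further: potency means the concentration at half of the fitted maximal effect; plate controls were vehicle for no effect and reference inhibitor for full effect; nearly all actives have a fitted effect of over 55% in size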
Target sequence (P27695 whole entry, looked up): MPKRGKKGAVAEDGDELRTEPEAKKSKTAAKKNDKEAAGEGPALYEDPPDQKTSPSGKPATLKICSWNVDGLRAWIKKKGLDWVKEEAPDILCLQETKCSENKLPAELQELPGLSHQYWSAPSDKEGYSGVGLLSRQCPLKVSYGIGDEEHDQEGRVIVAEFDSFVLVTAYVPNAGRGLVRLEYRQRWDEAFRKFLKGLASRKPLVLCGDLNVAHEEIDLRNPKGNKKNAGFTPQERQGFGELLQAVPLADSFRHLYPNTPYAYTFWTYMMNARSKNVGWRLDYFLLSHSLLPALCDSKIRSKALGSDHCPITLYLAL
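Activity was derived from the fluorescence gain between first and third kinetic reads (60 s intervals, ex 525/em 598 nm) after 50 nM THF-abasic TAMRA/BHQ-2 duplex was added to 0.75 nM APE1 preincubated 15 min with compound.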
POLB inh – qHTS Assay for Inhibitors of DNA Polymerase Beta; 340,000 compounds, 1.3% hits; P06746; Pol beta primer extension/strand displacement, fluorescence kinetic; Potency, µM (series often up to 114 µM), for inactives: at the top dose activity change, negative = inhibition, most hits filed as inhibitors; further: potency means the concentration at half of the fitted maximal effect; on the % scale 0 is the no-effect control and ±100 the full control effect
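Curves were derived by four-parameter Hill fits of normalized qHTS data. The kinetic fluorescent primer-extension read was taken at 0 and 10 min after 50 nM substrate, following a 15 min room-temperature preincubation of 10 nM enzyme with compounds.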
Pol eta inh – qHTS for Inhibitors of Polymerase Eta. DNA polymerase eta (Homo sapiens), Q9Y253. recombinant Pol eta, fluorescent DNA replication assay. Potency, µM (highest dose often 114 µM), without a hit: at the highest dose activity change, negative = inhibition, hits mostly inhibitors. 390,000 compounds, 1.2% hits; further: potency means the concentration at half of the fitted maximal effect; on the % scale 0 is the no-effect control and ±100 the full control effect
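Pol eta (10 nM) was preincubated with compounds for 15 min at room temperature, after which fluorescent replication substrate (50 nM final) was added to start the reaction. Fluorescence was read kinetically at 0 and 10 min.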
LDHA inh – qHTS assay for inhibitors of human lactate dehydrogenase. AID 1347041, 2019. 480,000 compounds, 0.15% hits. activity change, % (values are at about 110 or 230 µM). purified LDHA, NADH/diaphorase-resazurin fluorescence; stronger effect = lower value; in the data active means activity change below about -30%; inconclusive means mostly about -25% to -30%;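 further: plate controls were DMSO wells for no effect and wells without enzyme for full effect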
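Enzyme activity of human lactate dehydrogenase 5 (2 nM; 0.06 mM NADH, 0.2 mM pyruvate, 5 min, RT) is measured via a resazurin/diaphorase fluorescence readout of residual NADH.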
12-LOX inh – Primary qHTS assay for inhibitors of human arachidonate 12S-lipoxygenase (ALOX12): Round 2 | purified 12hLO, xylenol orange hydroperoxide absorbance | Potency, µM (highest dose often 108 µM), for inactives: top-dose activity change, negative = inhibition, most hits filed as inhibitors | 580,000 compounds, 1.1% hits; further: potency means the concentration at half of the fitted maximal effect; on the % scale 0 is the no-effect control and ±100 the full control effect
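Purified human 12hLO (150 nM final) in 25 mM Hepes, 0.01% Triton X-100, pH 7.0 was preincubated 15 min at room temperature with compound. Then 40 uM arachidonic acid was added, 30 min. Hydroperoxide was read by Fe-XO absorbance ratio 573/405 nm.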
An asterisk follows results filed as active; ? = inconclusive; . = no result given; & = joins results of further samples; [ ] = remark or other dose. Unless noted, the call rests on the fitted dose curve; in most records, active means well fitted curve in the direction sought with a large enough effect; inconclusive means small, poorly fitted or top-dose-only effect, or another doubt; inactive means no such curve, though single readings can be large; an effect the other way counts as inactive or inconclusive.

SMILES	RGS4 inh	ERG-DNA inh	POLK inh	Anesthetic bind	APE1 inh	POLB inh	Pol eta inh	LDHA inh	12-LOX inh
O=C1CC2(CCN(C(=O)C3CC(=O)N(c4ccc(F)cc4)C3)CC2)Oc2ccccc21 (centres undefined)	27%	11%	-2%	.	4%	.	-22%	-6	16%
CCNC(=O)C(CC(C)C)NC(=O)C(CO)NC(=O)C1CCC(=O)N1 (centres undefined)	17%[56.9 µM]	-5%	-8%	0%	-3%	23%	1%	-14	-3%
COc1cc(Nc2nc(-c3ccccc3)c3cc(C)ccc3n2)cc(OC)c1OC	14%[11.4 µM]	-2%	-13%	?	-5%	-3%	?	9	?
CN(CC(=O)Nc1c(Cl)cccc1Cl)C(=O)c1ccccc1Cc1ccccc1	24%	-2%	-19%	.	8%	.	-17%	-4	-20%
CCOC(=O)C1=C(COC(=O)CCOc2ccccc2C)NC(=O)NC1C (centres undefined)	?	1%	-5%	.	0%	.	-13%	-6	?
COc1ccc(NC(=O)CSc2c3c(nc4ccc(Cl)cc24)CCCC3)cc1Cl	-2%	-1%	3%	-2%	.	17%	11%	-3	-20%
CCCCOc1c(Cl)cc(C(=O)N2CCN(CC(=O)N3CCCC3)CC2)cc1OCC	17%	7%	-14%	.	-18%	.	-9%	2	?
CC(=O)C1=C(O)C(=O)N(Cc2ccccc2)C1c1ccc([N+](=O)[O-])cc1 (centres undefined)	.	.	.	6%	1%	39%	.	.	?
COc1ccccc1CNC(=O)CN1C(=O)NC(Cc2ccccc2)(c2ccccc2)C1=O (centres undefined)	4%	-10%	-18%	.	3%	.	-8%	-5	-6%
COc1ccc(/C(=C/c2ccc(OC(F)F)c(OC)c2)C(=O)O)cc1OC	-6%	-1%	2%	10%	28%	2%	-22%	-4	19%
Nc1nc(-c2cccs2)cs1	-50%	.	-7%	?	5%	3%	-13%	2	.
O=c1cc(-c2ccccc2)n2c(SCc3cccc([N+](=O)[O-])c3)nnc2[nH]1	6%	0%	-1%[60.1 µM]	-10%	.	1%	-10%	-4	?
CC(=O)c1ccccc1C(=O)N1CCC(n2nccc2NC(=O)C2CC2)CC1	-16%	14%	-15%	-6%	7%	-26%	-25%	-5	0%
Cc1cc(Cl)c(S(=O)(=O)NC(C(=O)O)c2ccccc2)cc1OCC(N)=O (centres undefined)	4%[11.4 µM]	-6%	-11%	-1%	0%	2%	1%	-6	?
O=C(c1ccc(S(=O)(=O)N2CCC(c3nc4ccccc4s3)CC2)cc1)N1CCOCC1	45%	7%	-10%	-5%	10%	17%	-4%	-3	-2%
COc1cccc(NC(=O)CSc2nc3ccccc3c(=O)n2CCCC(=O)N2CCCC2)c1	-20%	7%	-5%	?	-2%	17%	-22%	-7	-13%
CC1NC(C)c2c(ccc3ccccc23)O1 (centres undefined)	-13%	5%	-8%	.	.	.	-25%	22	?
COCCCNC(=O)CCC(=O)Nc1ccc2nc(N3CCOCC3)cc(C)c2c1	15%	10%	-8%	-1%	-2%	19%	-17%	11	-4%
COc1ccc(-c2nn(-c3ccccc3)cc2/C=C(\C#N)C(N)=O)cc1[N+](=O)[O-]	?	-3%	-21%	-8%	1%	?	8%	-1	1%
CC(Oc1ccccc1)C(=O)Nc1ccccc1C(=O)OCc1cc(=O)n2nc(C3CC3)sc2n1 (centres undefined)	9%	1%	-12%[60.1 µM]	52%[activator]	.	11%	-1%	-6	-23%
Cc1ccccc1-c1cccc([C@@H]2C[C@H]3[C@H](CON3C)CN2C)c1	-6%	1%	-16%	.	.	.	-19%	-4	-18%
COCCn1c(SCC(=O)N(C)C2CCS(=O)(=O)C2)nc2ccccc2c1=O (centres undefined)	7%	4%	2%	-4%	17%	25%	-17%	-7	?
O=C(Cc1cccs1)NNC(=S)NC(=O)c1ccc(F)c(F)c1	-30%	-5%	-6%	-6%	0%	-12%	-26%	-2	?
CCc1ccc(N/C(N)=N/c2nc(CSc3ncccn3)cc(=O)[nH]2)cc1	-3%	8%	-3%	-1%	4%	-11%	-1%	-12	-9%
CN1CCOc2cc(S(=O)(=O)Nc3ccc(F)cc3)ccc21	4%	0%	-7%	-18%	16%	25%	-17%	-5	4%
O=S(=O)(NCCS(=O)(=O)N1CCN(c2ccccc2)CC1)c1ccccc1	-27%&-1%	-14%&-2%	-7%	-1%&9%	1%	8%&-20%	4%&2%	-3&-1	-5%&-26%
Cc1ccc(C(=O)Nc2ccc(S(=O)(=O)N(Cc3ccccc3)c3ccccc3)cc2)cc1	14%	5%	1%	2%	.	1%	-1%	-8	-15%
COc1ccc(CC(NC(C)=O)C(=O)N2CCN(C(=O)Nc3cccc(Cl)c3)CC2)cc1OC (centres undefined)	-5%	15%	2%	-15%	6%	-22%	3%	-3	-15%
Cc1ccc(NC(=O)c2cc([N+](=O)[O-])ccc2N2CCOCC2)cc1S(=O)(=O)N(C)C	-16%	-1%	3%	-5%	-3%	22%	-29%	-5	-5%
COc1ccc(CNC(=O)c2ccc3nc(CCc4ccccc4)oc3c2)cc1	-15%	-21%	-3%[60.1 µM]	33%[activator]	.	1%	-17%	1	-23%
COc1ccc2c(C)cc(SCC(=O)NC3CCCC3)nc2c1	10%	6%	-26%	.	4%	.	-2%	-3	?
Cc1cc(NC(=O)CCN2C(=O)C3C4CCC(C4)C3C2=O)c(C)cc1Br (centres undefined)	-15%	3%	-8%	-13%	-2%	13%	1%	-7	-31%
Cc1ccc(CN2CCN(c3ncccn3)CC2)c(C)c1	-14%	2%	-9%	0%	9%	23%	-18%	-11	?
CCOC(=O)C1CCCN(C(=O)c2ccc3oc(CCc4ccccc4)nc3c2)C1 (centres undefined)	16%	-28%	5%	-1%	8%	10%	-9%	-1	-5%
Cc1nc(N)nc(Nc2ccc(C#N)cc2)c1Br	9%	5%	-5%	-1%	19%	6%	-9%	-8	1%
CCc1noc(C)c1C(=O)N1CCN(S(=O)(=O)c2ccc(Br)cc2Cl)CC1	13%	3%	-7%	.	4%	.	-1%	-4	-9%
Cn1cnc2c(ncn2C2OC(CO)C(O)C2O)c1=S (centres undefined)	13%	-2%	-15%	.	.	.	6%	-4	-18%
COc1cccc(N2CC(=O)Nc3c(oc4nc(-c5ccccc5)cc(C)c34)C2=O)c1	30%	8%	-13%	4%	18%	30%	6%	-12	371%[activator]
Cc1cccc(C(=O)OCC(=O)Nc2c(C)n(C)n(-c3ccccc3)c2=O)c1	-36%	3%[15.4 µM]	-4%	.	-18%	.	-21%	0	357%[activator]
COc1ccc(-c2ccc(C(C)=O)cc2)cc1[C@H]1[C@@H]2C=CCC[C@@]2(C)C(=O)N1Cc1ccccc1	17%	6%	-5%	-13%	21%	-4%	-15%	-18	-10%
NC12CC3CC(CC(C3)C1)C2	?	?	?	5%	5%	15%[57.1 µM]	0%[57.1 µM]	-1&-1	?
O=C(O)CC(NC(=O)OCc1ccccc1)c1ccc(Br)cc1 (centres undefined)	8%	0%	-9%	-9%	15%	64%	-9%	-4	0%
O=C(C[C@H]1C(=O)N(Cc2ccccc2)C[C@@H]1Cc1ccccc1)Nc1ccccc1	2%	7%	-3%&-8%	83%[activator]	51%[activator]	-2%	-27%	0	-21%
COc1ccc(C(=O)Cn2nnc(-c3cccs3)n2)cc1	-19%	6%	-11%	6%	1%	?	-11%	-2	-22%
O=C(NCc1ccccn1)c1ccc(CNS(=O)(=O)c2ccc(F)cc2)cc1	11%[11.4 µM]	-2%	-23%[60.1 µM]	-3%	3%	-2%	-22%	-15	-3%
CC(=O)c1ccc(NC(=O)CSCC(=O)Nc2ccc3ccccc3c2)cc1	-29%	-6%	-2%	?	-1%	21%	-17%	-5	17%
COC(=O)c1cccnc1-n1c(=O)c2cccnc2n(Cc2cccc(OC)c2)c1=O	20%	10%	-11%	-17%	3%	7%	-9%	-3	7%[57.4 µM]
O=C(COC(=O)Cc1c(F)cccc1Cl)NNC(=O)c1ccccc1	1%	11%	5%	.	34%	.	-14%	-2	7%
CCCCNC(=O)CCn1c(=O)c2ccccc2n(Cc2ccccc2C)c1=O	7%	-11%	-6%	-2%	2%	-10%	-5%	-11	0%
OC[C@H]1O[C@@H](O[C@@H]2[C@@H](CO)O[C@](O)(CO)[C@H]2O)[C@H](O)[C@@H](O)[C@H]1O	?	.	-2%[19.4 µM]	.	-9%&-1%	.	.	.	-10%[22.9 µM]

An excerpt (hit frequency here may not be typical).
